Screening data (PubChem)
EPAC1 antagonist = EPAC1 (human) antagonism; EPAC1 GEF assay, Rap1b-BODIPY-GDP exchange fluorescence; Potency, µM (top dose mostly 115 µM), without a hit: top-dose activity change, negative = inhibition, hits mostly inhibitors; AID 720709; 0.14% of 360,000 active; O95398;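 further: potency means the concentration at half of the fitted maximal effect; plate controls were vehicle for no effect and positive control for full effect; nearly all actives have a fitted effect of over 50% in size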
Target sequence (O95398 whole entry, looked up): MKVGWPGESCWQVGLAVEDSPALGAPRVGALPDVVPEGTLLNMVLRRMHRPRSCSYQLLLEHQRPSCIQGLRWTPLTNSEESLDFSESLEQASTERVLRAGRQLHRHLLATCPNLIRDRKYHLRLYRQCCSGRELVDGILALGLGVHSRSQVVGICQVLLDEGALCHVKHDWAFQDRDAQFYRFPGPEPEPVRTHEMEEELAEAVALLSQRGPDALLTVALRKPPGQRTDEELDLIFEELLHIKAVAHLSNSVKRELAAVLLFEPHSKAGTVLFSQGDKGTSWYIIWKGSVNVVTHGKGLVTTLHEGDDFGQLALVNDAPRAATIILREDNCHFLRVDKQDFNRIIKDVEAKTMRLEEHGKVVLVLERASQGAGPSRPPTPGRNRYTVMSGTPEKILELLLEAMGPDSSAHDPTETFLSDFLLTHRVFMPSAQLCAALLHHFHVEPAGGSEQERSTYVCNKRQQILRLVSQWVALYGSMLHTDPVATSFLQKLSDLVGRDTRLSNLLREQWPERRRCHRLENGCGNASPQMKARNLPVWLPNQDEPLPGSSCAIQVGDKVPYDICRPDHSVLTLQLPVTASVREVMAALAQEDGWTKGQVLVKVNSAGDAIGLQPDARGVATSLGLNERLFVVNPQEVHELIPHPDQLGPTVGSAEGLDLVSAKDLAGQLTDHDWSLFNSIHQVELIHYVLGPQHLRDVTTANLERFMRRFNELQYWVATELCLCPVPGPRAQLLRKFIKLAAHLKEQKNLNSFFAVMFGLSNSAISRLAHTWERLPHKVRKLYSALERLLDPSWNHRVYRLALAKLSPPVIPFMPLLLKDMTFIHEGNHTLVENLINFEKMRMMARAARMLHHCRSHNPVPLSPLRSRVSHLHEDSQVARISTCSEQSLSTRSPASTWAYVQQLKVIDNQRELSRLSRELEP
PLK1 PBD inh = blocks phosphopeptide binding to human PLK1 polo-box domain | Plk1 PBD binding of FITC phosphopeptide, fluorescence polarization | 2.8% of 360,000 active | AID 720504 | Potency, µM, inactives show max response, negative = inhibition, hits mostly inhibitors; further: potency means the concentration at half of the fitted maximal effect; series mostly up to about 57 µM; on the % scale 0 is the no-effect control and ±100 the full control effect; nearly all actives have a fitted effect of over 65% in size
EPAC1 ag = activates human EPAC1 exchange factor. O95398. EPAC1 agonist qHTS, biochemical assay; response scale: 100% = response to 6.5 mM cAMP. Potency, µM (highest dose often 154 µM), for the others: top-dose activation, actives largely listed as activators. 0.073% of 360,000 active. AID 720707; further: potency means the concentration at half of the fitted maximal effect; nearly all actives have a fitted effect of over 60% in size
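Nucleotide exchange by EPAC1 (100 nM) on Rap1B–BODIPY-GDP (250 nM) in the presence of 50 uM GDP is tracked fluorescently at 480/540 nm over 30 min. Signals are normalized to a 6.5 mM cAMP control.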
WRN helicase inh = blocks human WRN helicase; WRN helicase unwinding, fluorescent forked duplex, kinetic; Potency, µM (doses to about 114 µM), without a hit: at the highest dose activity change, negative = inhibition, actives largely listed as inhibitors; 0.46% of 360,000 active; further: potency means the concentration at half of the fitted maximal effect; on the % scale 0 is the no-effect control and ±100 the full control effect; nearly all actives have a fitted effect of over 55% in size
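WRN at 20 nM final preincubated with compound 15 min at room temperature; reaction started with 100 nM fluorophore/quencher forked duplex oligonucleotide and 2 mM ATP final. Unwinding followed kinetically by red fluorescence (ex 525, em 598 nm).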
PI5P4Ka inh = inhibitors of human PI5P4K alpha. max response, %. P48426. 1.2% of 330,000 active. PI5P4Kalpha enzyme, ADP-Glo luminescence, 60 min; active compounds read low; active means max response of -50% or lower; inconclusive means between -30% and -50%; inactive means -30% or higher; further: value at the top dose of about 77 µM; on the % scale 0 is the no-effect control and ±100 the full control effect
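PI5P4Kalpha ADP-Glo assay; 5 microM ATP final; 60 min RT reaction; HEPES pH 7.4/EGTA/CHAPS, 5% DMSO; controls lacking substrate or enzyme; luminescent end-point.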
CCT modulator = changes cytosolic chaperonin activity; purified chaperonin ATPase assay, HTRF ADP detection, 30 min; 0.3% of 360,000 active; activity change, % (test concentration not listed), hits read low; in the data active means activity change below about -30%; further: on the % scale 0 is the no-effect control and ±100 the full control effect
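TRiC at 40 or 20 nM final (batch-dependent) in 30 mM Tris pH 7.4, 100 mM KCl, 5 mM MgCl2, 1 mM DTT, with compound at single 76 uM and 10 uM ATP, 30 min at 37 deg C. ADP detected by HTRF Transcreener, 665/615 ratio.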
EPAC2 ag = agonists of human EPAC2 (RAPGEF4). EPAC2 activation, biochemical qHTS; response scale: 100% = 6.5 mM cAMP response. AID 720711. Q8WZA2. 0.079% of 360,000 active. Potency, µM (series often up to 154 µM), without a hit: top-dose activation, actives largely listed as activators; further: potency means the concentration at half of the fitted maximal effect; nearly all actives have a fitted effect of over 50% in size
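qHTS, titration series. 100 nM EPAC2 / 250 nM Rap1B-BODIPY-GDP / 50 uM GDP; RT; ex 480/em 540 nm, 5-min reads to 30 min. Norm. to 6.5 mM cAMP = activation.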
IL-2 act = activates IL-2 in a cell-based reporter assay | AID 652025 | activation, % (series mostly up to about 46 µM) | 0.065% of 360,000 active | IL-2 activation reporter assay, cell-based qHTS; stimulated with anti-CD3/CD4/CD28 beads; in transgenic mouse T cells; in the data active means activation above about 50%; inconclusive means mostly about 30% to 49%; further: 0% is about no effect
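Readout: EGFP and DsRed signals by fluorescent plate cytometry. Unstimulated transgenic mouse T cells received compound 60 min before antibody-bead stimulation, then incubated 18 h at 37 degrees C.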
* = called active by the depositor; ? = inconclusive; nt = not tested or not shown; [ ] = dose if it differs, or a comment. Unless noted, the call rests on the fitted dose curve; in most records, active means well fitted curve in the direction sought with a large enough effect; inconclusive means small, poorly fitted or top-dose-only effect, or another doubt; inactive means no such curve, though single readings can be large; an effect the other way counts as inactive or inconclusive. The list is partial; the hit share may differ from the screen's.

1	CCCOc1ccc(/C=N/NC(=O)CN(c2ccc(OCC)cc2)S(C)(=O)=O)cc1
2	COc1cccc(OC)c1OCCCOc1ccc(C)cc1Br
3	O=C(COC(=O)COc1ccccc1[N+](=O)[O-])NC1CCCC1
4	CCOc1ccc(OCC)c(NC(=O)C2CCN(S(=O)(=O)c3ccc4c(c3)CC(C)N4C(C)=O)CC2)c1 (configuration not stated)
5	O=C(Nc1ccc(-c2nc3ccccc3o2)c(O)c1)c1cc(-n2cnnc2)ccc1Cl
6	N#Cc1c(SCC(=O)O)nc(N2CCOCC2)c2c1CCCC2
7	COc1ccccc1/C=C(/C(=O)OCC(N)=O)c1ccccc1
8	O=C(Cn1cnc([N+](=O)[O-])n1)c1ccc(O)c(O)c1
Screen / compound no.,1,2,3,4,5,6,7,8
EPAC1 antagonist,-6%,-13%,14%,?,16%,3%,-9%,-24%
PLK1 PBD inh,2%,-1%,-5%,30µM*,-2%,-10%,-5%,-5%
EPAC1 ag,1%,14%,-3%,5%,4%,2%,0%,9%
WRN helicase inh,-11%,-24%,5%,-4%,-22%,-3%,-8%,-18%
PI5P4Ka inh,0,6,-5,1,nt,0,9,-4
CCT modulator,-12,-3.6,-2.6,1.8,-1.0,0.0,0.9,1.3
EPAC2 ag,-5%,15%,4%,5%,19%,1%,8%,6%
IL-2 act,-2.6,-0.3,-1.4,1.4,3.2,-0.6,2.5,-2.2

Results in EPAC2 ag, WRN helicase inh and IL-2 act, for 3 of the compounds above:
item	structure	EPAC2 ag	WRN helicase inh	IL-2 act
7	COc1ccccc1/C=C(/C(=O)OCC(N)=O)c1ccccc1	8%	-8%	2.5
2	COc1cccc(OC)c1OCCCOc1ccc(C)cc1Br	15%	-24%	-0.3
1	CCCOc1ccc(/C=N/NC(=O)CN(c2ccc(OCC)cc2)S(C)(=O)=O)cc1	-5%	-11%	-2.6

Going on with the list.
9	CCc1ccc(OC(=O)Nc2ccccc2)cc1
10	O=C(c1cccc(-n2cccc2)c1)N1CCN(S(=O)(=O)c2ccccc2)CC1
11	CCOc1ccc(OCC)c(S(=O)(=O)N2CCOCC2)c1
12	CC(C)Cn1c(=O)c2ccccc2n2c(SCC(=O)N3c4ccccc4CC3C)nnc12 (configuration not stated)
13	CC(=O)NC(c1ccccc1)c1nc(-c2cccc(C#N)c2)cs1 (configuration not stated)
14	O=C(CCc1ccc(S(=O)(=O)N2CCOCC2)cc1)N1CCN(Cc2ccc3c(c2)OCO3)CC1
15	O=C(NCCc1ccc(Cl)cc1Cl)c1ccc2nc[nH]c2c1
16	CCOC(=O)CSc1nc(N2CCOCC2)c2c(c1C#N)CC(C)(C)N(C)C2
Screen / compound no.,9,10,11,12,13,14,15,16
EPAC1 antagonist,-12%,79µM*,-4%,7%,-1%,-16%,-18%,-13%
PLK1 PBD inh,-4%,?,-7%,-19%,-10%,-8%,1%,-14%
EPAC1 ag,8%,12%,-2%,0%,-3%,1%,-11%,-25%
WRN helicase inh,-7%,18µM*,-21%,2%,0%,-6%,7%,-9%
PI5P4Ka inh,0,-69*,1,7,-6,1,3,15
CCT modulator,-5.4,-1.3,0.2,-0.3,-0.2,-0.8,-0.3,-1.6
EPAC2 ag,5%,7%,6%,-11%,12%,5%,11%,5%
IL-2 act,-0.9,4.3,0.9,-1.7,-0.2,-4.4,-0.8,-0.4

17	COc1ccc(/C=C/S(=O)(=O)NCc2ccccc2)cc1OC
18	N#C/C(=C(/O)CCl)c1nc(-c2ccccc2)cs1
19	C=CCSc1nnc(NC(=O)c2ccc3c(c2)OCCO3)s1
20	CC(C)(C)S(=O)N1Cc2cc(=O)n(Cc3ccccc3)cc2[C@@H]1CCO (some centres not stated)
21	CCCCOc1cccc(C(=O)Nc2ccc(S(=O)(=O)Nc3cc(C)on3)cc2)c1
22	CN(CC(O)COc1ccc2ccccc2c1)C1CCCCC1 (configuration not stated)
23	CCc1ccc2c(c1)Sc1ccccc1CC2N1CCN(C)CC1 (configuration not stated)
24	CN(C)CCCNC(=O)c1cc(C(=O)c2ccccc2F)c[nH]1
Screen / compound no.,17,18,19,20,21,22,23,24
EPAC1 antagonist,-8%,-14%,0%,-5%,-17%,7%,-8%,5%
PLK1 PBD inh,-18%,?,-9%,-11%,-8%,-3%,7%,-4%
EPAC1 ag,-3%,5%,6%,-2%,-15%,0%,-2%,-20%
WRN helicase inh,-14%,-18%,-2%,-4%,-3%,-7%,-6%,11%
PI5P4Ka inh,-9,-28,2,1,1,2,2,1
CCT modulator,-3.2,-1.0,-0.2,-0.2,-1.7,1.6,0.2,-4.0
EPAC2 ag,13%,3%,-6%,5%,-3%,-1%,6%,-4%
IL-2 act,-0.3,-2.1,2.5,-0.1,0.7,1.2,-0.9,-3.2

25	COc1cccc(NC(=O)CN(C)C(=O)c2cc(S(=O)(=O)N3CCCCCC3)ccc2OC)c1
26	O=[N+]([O-])c1ccc(CSc2ncnc3ccccc23)cc1
27	COC(=O)c1c(NC(=O)c2ccc(N(C)S(=O)(=O)c3ccc(C)cc3)cc2)sc2c1CCCC2
28	CCc1ccccc1NC(=O)N[C@H](C(=O)O)C(C)CC (some centres not stated)
29	O=C(c1cccc(Cl)c1)N1CCN(C2CCCCC2)CC1
30	CCN1CCCC1CNC(=O)c1ccc2c(c1)N(Cc1cccc(Cl)c1)C(=O)c1ccccc1S2(=O)=O (configuration not stated)
31	Cc1ccc(C(=O)Nc2ccccc2C(=O)N2CC3(C)CC2CC(C)(C)C3)cc1 (configuration not stated)
32	O=C(CCNC(=O)C1CCN(S(=O)(=O)c2ccc(F)cc2)CC1)NCCc1ccc(Cl)cc1
Screen / compound no.,25,26,27,28,29,30,31,32
EPAC1 antagonist,-14%,-7%,10%,7%,-5%,-5%,-7%,-15%
PLK1 PBD inh,-16%,-26%,-17%,-8%,2%,-6%,0%,7%
EPAC1 ag,2%,14%,1%,19%,3%,-13%,6%,-15%
WRN helicase inh,7%,-7%,-7%,18%,6%,-4%[57.1 µM],-9%,2%
PI5P4Ka inh,1,0,2,-6,-7,4,8,-2
CCT modulator,-1.7,-0.6,-3.2,-7.0,0.7,-0.7,-2.4,-1.9
EPAC2 ag,9%,-9%,4%,-7%,5%,-2%,-1%,-5%
IL-2 act,0.4,-3.3,-3.2,0.9,-1.1,-0.7,-2.6,0.0

33	Cc1cc2oc(C(=O)NCc3ccncc3)c(C)c2cc1C
34	Cc1ccnc(NC(=O)CCCc2c[nH]c3ccccc23)c1
35	COc1ccc(/C=N/NC(=O)c2cccc(NC(C)=O)c2)c(OC)c1
36	CCN(CC)CCNC(=O)C1c2cc(OC)c(OC)cc2C(=O)N2CCc3ccccc3C12 (configuration not stated)
37	COc1cc(C)ccc1OCc1cc(C(=O)NCCN2CCCC(O)C2)no1 (configuration not stated)
38	COc1ccc(OC)c(NC(=O)COc2coc(CN3CCCc4ccccc43)cc2=O)c1
39	COc1ccc(-c2nn(-c3ccccc3)cc2C(=O)NCCCn2ccnc2)cc1
40	CC(NC(=O)CNC(=O)C1CCCCC1)c1ccc(S(N)(=O)=O)cc1 (configuration not stated)
Screen / compound no.,33,34,35,36,37,38,39,40
EPAC1 antagonist,7%,-6%,-4%,-8%,-13%,-4%,-4%,7%
PLK1 PBD inh,2%,0%,-10%,-21%,-11%,-9%,-9%,1%
EPAC1 ag,8%,-19%,17%,0%,4%,-1%,10%,-1%
WRN helicase inh,3%,10%,3%,2%,-27%,-28%,-4%,-3%
PI5P4Ka inh,3,1,2,0,3,5,nt,3
CCT modulator,-0.2,-0.3,-7.3,0.0,-1.4,-4.7,-3.3,-1.9
EPAC2 ag,9%,0%,18%,1%,4%,-1%,13%,-2%
IL-2 act,-0.4,-3.1,1.4,0.4,-0.3,-0.7,-2.7,0.3

The closing two entries of the section above are carried over, then new ones follow.
39	COc1ccc(-c2nn(-c3ccccc3)cc2C(=O)NCCCn2ccnc2)cc1
40	CC(NC(=O)CNC(=O)C1CCCCC1)c1ccc(S(N)(=O)=O)cc1 (configuration not stated)
41	Fc1ccc(/C=N/Nc2nc(-c3cccnc3)nc3ccccc23)cc1
42	COCCN(C(=O)CCC(=O)Nc1nccs1)C(C(=O)NCCC(C)C)c1ccc(OC)cc1 (configuration not stated)
43	CN(C(=O)c1ccc(F)c(S(=O)(=O)N2CCOCC2)c1)C1CCCCC1
44	COCCN(C(=O)Cn1nnc2ccccc21)C(C(=O)NC1CCCC1)c1cccc(OC)c1OC (configuration not stated)
45	NC1CCN(c2c(F)cc3c(=O)c(C(=O)O)cn(C4CC4)c3c2Cl)C1 (configuration not stated)
46	COc1ccc(S(=O)(=O)NC(=O)C2(C)CCN2C(=O)C2(c3ccc(Cl)cc3)CCC2)cc1 (configuration not stated)
47	CCOC(=O)c1c(C)[nH]c(C)c1C(=O)CSc1nnc(-c2ccco2)n1Cc1ccccc1
48	CCCSc1nc2c(cnn2-c2ccc(F)cc2)c(=O)[nH]1
49	CCC(=O)Nc1cc(C)c(NC(=O)c2ccco2)cn1
Screen / compound no.,39,40,41,42,43,44,45,46,47,48,49
EPAC1 antagonist,-4%,7%,-20%,16%,-5%,10%,5%,-27%,4%,1%,-2%
PLK1 PBD inh,-9%,1%,1%,-1%,8%,2%,-4%,0%,-2%,-10%,-6%
EPAC1 ag,10%,-1%,1%,4%,-1%,-7%,-17%,6%,0%,-28%,0%
WRN helicase inh,-4%,-3%,-22%,16%,2%,-2%,-3%[11.6 µM],4%,6%,-1%,5%
PI5P4Ka inh,nt,3,-7,-1,3,6,-9,-4,nt,2,2
CCT modulator,-3.3,-1.9,-1.7,-0.9,0.9,-5.4,0.8,1.9,0.7,1.0,-3.8
EPAC2 ag,13%,-2%,-3%,-2%,-4%,-1%,-3%,1%,9%,0%,9%
IL-2 act,-2.7,0.3,-2.7,0.5,2.2,1.6,0.6,0.4,2.0,-3.0,0.4
